Assay outcomes: PubChem, Johns Hopkins Ion Channel Center
TRPC4 act – opens the mouse TRPC4 cation channel | hit rate 0.49% among 310,000 | HEK293 TRPC4beta/mu-opioid, Fluo4 calcium fluorescence; active compounds read high | B-score at 10 µM | AID 2237;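 active = B-score above 5 SD of library B-scores, and initial fluorescence ratio not above library mean plus 5 SD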;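 also: positive B-score marks a calcium rise read as TRPC4 activation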
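system = HEK293 cells stably co-expressing mouse TRPC4beta and mu-opioid receptor | schedule = Fluo4 dye loading 45 min at room temperature, 110 s recording | measure = B-scored integrated calcium fluorescence ratio | signal = Fluo4 calcium-sensitive dye fluorescence, kinetic, 1 Hz baseline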
MrgX1 antagonist – human MrgX1 receptor antagonism, primary screen. B-score at 10 µM. Q96LB2. MRGX1-HEK293 calcium flux, Fluo-4, BAM8-22 antagonism; active compounds read low. hit rate 1.3% among 310,000;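 active = calcium-response B-score plate-corrected more than 3 library SD below zero, starting fluorescence within 5 deviations, no agonist response on first addition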;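 also: peak minus trough fluorescence over baseline after final BAM8-22 challenge near maximal dose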
TRPC6 inhibitor – inhibitors of mouse TRPC6 channel; HEK293-TRPC6, membrane potential dye, ACh-evoked depolarization; active compounds read low; B-score at 10 µM; hit rate 1.1% among 310,000;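 active = B-score under library mean minus 3 SD, initial fluorescence not abnormally high, positive integrated signal ratio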;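 also: B-score derived from integrated fluorescence ratio over the kinetic read; more negative B-score means stronger inhibition of depolarization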
TMEM16A act – activators or potentiators of mouse TMEM16A chloride channel. Q8BHY3. HEK293 TMEM16A/YFP-H148Q/I152L, iodide quench fluorescence; active compounds read low. B-score at 10 µM. hit rate 0.3% among 340,000. AID 623877;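 active = fluorescence-ratio B-score plate-corrected deviation score at least 3 library SD below zero, with starting fluorescence score within 5 deviations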;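 also: channel opened by trigger with iodide after compound preincubation; score built on the fluorescence ratio of max minus min over baseline; more negative score means more quench and so TMEM16A activation or potentiation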
Target sequence (Q8BHY3 whole entry, looked up): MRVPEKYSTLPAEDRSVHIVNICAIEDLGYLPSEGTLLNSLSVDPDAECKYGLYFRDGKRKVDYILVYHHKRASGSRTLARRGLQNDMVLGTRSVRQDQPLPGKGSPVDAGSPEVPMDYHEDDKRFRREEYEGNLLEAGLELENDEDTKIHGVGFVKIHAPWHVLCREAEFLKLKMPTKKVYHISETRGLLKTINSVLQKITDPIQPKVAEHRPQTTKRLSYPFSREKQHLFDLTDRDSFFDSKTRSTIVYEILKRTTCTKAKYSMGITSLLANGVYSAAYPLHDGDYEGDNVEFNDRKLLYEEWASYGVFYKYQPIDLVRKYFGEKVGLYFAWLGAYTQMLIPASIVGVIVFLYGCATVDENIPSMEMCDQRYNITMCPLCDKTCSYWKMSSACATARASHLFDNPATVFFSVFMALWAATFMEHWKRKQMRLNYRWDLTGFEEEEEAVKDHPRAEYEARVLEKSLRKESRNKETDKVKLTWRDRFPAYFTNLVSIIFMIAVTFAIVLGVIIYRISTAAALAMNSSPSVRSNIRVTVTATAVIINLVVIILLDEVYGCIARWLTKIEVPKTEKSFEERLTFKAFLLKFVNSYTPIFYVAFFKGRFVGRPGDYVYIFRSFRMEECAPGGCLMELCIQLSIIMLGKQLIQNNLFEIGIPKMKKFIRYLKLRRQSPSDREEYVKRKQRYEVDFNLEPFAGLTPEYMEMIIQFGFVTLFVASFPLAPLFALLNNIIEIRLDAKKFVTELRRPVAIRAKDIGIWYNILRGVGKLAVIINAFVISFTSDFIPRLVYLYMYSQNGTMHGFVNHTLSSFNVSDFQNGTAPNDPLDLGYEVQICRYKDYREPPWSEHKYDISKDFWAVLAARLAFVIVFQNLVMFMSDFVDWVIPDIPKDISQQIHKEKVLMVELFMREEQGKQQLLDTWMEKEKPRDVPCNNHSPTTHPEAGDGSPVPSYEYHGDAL
MrgX1 PAM – allosterically activates human MrgX1 receptor signaling | AID 588675 | hit rate 0.63% among 310,000 | Q96LB2 | B-score at 10 µM | MrgX1-HEK293, Fluo-4 calcium flux, FDSS; active compounds read high;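 active = plate-corrected calcium response at least 3 library SD above typical, normal starting fluorescence, not activating the receptor alone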;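 also: compound read alongside a low EC10 to EC30 dose of BAM8-22 agonist; peak minus trough fluorescence over baseline measured at the second addition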
MrgX1 agonist – activates human MrgX1 receptor signaling. Q96LB2. MrgX1-HEK293 cells, Fluo-4 calcium fluorescence, agonist mode; active compounds read high. B-score at 10 µM. hit rate 0.44% among 310,000;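 active = calcium response B-score plate-corrected fluorescence ratio at least 3 library SD, with starting fluorescence B-score inside 5 SD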
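System: HEK293 cells stably expressing human MrgX1 receptor; Dosing: test compound in the initial addition of three; Schedule: overnight plating, then 30 min 37 °C plus 30 min room-temperature dye loading; Detection: kinetic calcium dye fluorescence, Fluo-4 NW; Controls: per-plate positive and negative controls for Z′ factor.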
TMEM16A inh – mouse TMEM16A channel inhibition, primary screen; Q8BHY3; HEK293 TMEM16A/YFP iodide influx fluorescence, ionomycin; normalized B-score (activity score, 25-100; higher = stronger inhibition) at 10 µM; hit rate 1.2% among 310,000; AID 588511;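 active = ratio plate-corrected score three or more library SD toward inhibition, starting fluorescence score within five deviations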;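 also: score derived from kinetic fluorescence span divided by baseline fluorescence per well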
TRPC6 activator – activators of mouse TRPC6 channel; Q61143; HEK293-TRPC6 membrane potential dye fluorescence; active compounds read high; B-score at 10 µM; hit rate 0.13% among 310,000; AID 2550;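 active = B-score of the integrated fluorescence ratio above library mean plus 3 SD, and starting fluorescence ratio within library mean plus 5 SD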;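 also: higher score means more depolarization so channel activation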
TRPC4 block – TRPC4 (mouse) channel inhibition | Q9QUQ5 | HEK293 TRPC4beta/mu-opioid, DAMGO-evoked Fluo4 calcium flux; active compounds read low | B-score at 10 µM | hit rate 0.39% among 300,000;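 active = B-score over 3 SD under the library average, no early fluorescence shift, positive overall ratio signal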
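Test system – stable TRPC4beta/mu-opioid receptor HEK293 cells · Probe or stimulus – DAMGO, a submaximal dose followed by a maximal one · Dosing – one concentration per compound · Signal – Fluo4 calcium fluorescence by kinetic imaging, 5 s 1 Hz baseline · Evaluation – per-well B score of integrated baseline-normalized Fluo4 ratio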
RGS4 inh – human RGS4 inhibition | P49798 | hit rate 0.45% among 310,000 | HEK293 M3R/RGS4 inducible, Fluo-4 calcium flux; active compounds read high; triggered by carbachol at its EC20 | B-score at 10 µM;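 active = B-score, a plate-corrected calcium signal, over three deviations above library mean, with baseline fluorescence within five deviations of library mean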;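 also: RGS4 expression induced by doxycycline in cells with stable M3 receptor; B-score is computed from the integrated fluorescence ratio over baseline after carbachol; higher B-score means a larger calcium signal and so more RGS4 inhibition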
TRPC4 PAM – allosteric potentiators of mouse TRPC4 channel; Q9QUQ5; HEK293 TRPC4beta/mu-opioid, DAMGO EC20, Fluo-4 Ca2+ flux; active compounds read high; B-score at 10 µM; hit rate 0.42% among 310,000;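 active = B-score of calcium response area above 5 SD of library B-scores, with initial fluorescence ratio within 5 SD of library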;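 also: B-score of integrated fluorescence ratio over time as area under calcium response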
An asterisk follows results filed as active; i = inactive; . = no result given.

SMILES	TRPC4 act	MrgX1 antagonist	TRPC6 inhibitor	TMEM16A act	MrgX1 PAM	MrgX1 agonist	TMEM16A inh	TRPC6 activator	TRPC4 block	RGS4 inh	TRPC4 PAM
O=C(O)c1cccc(CSc2n[nH]c(-c3ccc(Cl)cc3Cl)n2)c1	i	i	i	i	i	i	i	i	i	i	i
CS(=O)(=O)N1CCN(C(=O)CCC2CCCC2)CC1	i	i	i	i	i	i	i	i	i	i	i
CC(=O)Cn1nnc2sc(-c3ccccc3)cc2c1=O	i	i	i	i	i	i	i	i	i	i	i
Cc1ccccc1N1CCN(C(=O)CCN2C(=O)c3ccccc3C2=O)CC1	i	i	i	i	i	i	i	i	i	i	i
O=C(NCC1CCCO1)[C@@H]1CSC2c3ccccc3C(=O)N21 (some centres not stated)	i	i	-5.4*	i	i	i	i	i	i	i	i
O=C(OCn1nnc2ccccc2c1=O)c1ccc2c(=O)n3c(nc2c1)CCC3	i	i	i	i	i	i	i	i	i	i	i
Cc1ccc(NC(=S)N(CCCN2CCN(C)CC2)Cc2cccs2)cc1C	i	i	i	i	i	i	i	i	i	i	i
CC12CCC(c3nnc(SCc4ccc(Cl)cc4)nc31)C2(C)C (configuration not stated)	i	i	i	i	i	i	i	i	i	i	i
C=CCn1c(O)c(CN2CCOCC2)c(C)c(C#N)c1=O	i	-6.4*	i	i	i	i	i	i	i	i	i
CCOC(=O)N1CCN(C(=O)CSc2nnc(C3COc4ccccc4O3)o2)CC1 (configuration not stated)	i	i	i	i	i	i	i	i	i	i	i
CN1CCN(C(=O)C2=C[C@H](c3coc4ccccc4c3=O)C[C@H](OCCCCO)O2)CC1	i	i	i	i	i	i	i	i	i	i	i
COC(=O)/C=C(\C)N=Nc1c(O)[nH]c2ccccc12	i	i	i	i	i	i	i	i	i	i	i
COc1ccc(C2c3ccc(O)cc3Oc3ncn(Cc4ccco4)c(=N)c32)cc1 (configuration not stated)	i	i	i	i	i	i	i	i	i	i	i
CC(CC(=O)N1CCc2ccccc21)S(=O)(=O)c1ccc2c(c1)NC(=O)CO2 (configuration not stated)	i	i	i	i	i	i	i	i	i	i	i
O=C(Nc1ccc(OC(F)(F)C(F)F)c(NC(=O)c2ccc(F)cc2)c1)c1ccc(F)cc1	i	i	i	i	i	i	i	i	i	i	i
O=C(NC(=S)Nc1ccc(Br)cc1)C1CCC1	i	i	i	i	i	i	i	i	i	i	i
O=C1c2oc3ccccc3c(=O)c2C(c2cccc(O)c2)N1c1ccccn1 (configuration not stated)	i	i	i	i	i	i	i	i	i	i	i
COc1ccc(OC)c(NC(=O)CCCc2ccccc2)c1	i	i	i	i	i	i	i	i	i	i	i
COc1ccc(C(CNc2ncnc3sc(C)c(C)c23)N(C)C)cc1 (configuration not stated)	236*	i	i	i	i	i	i	i	i	i	i
COCCn1cc(C(=O)NCCCOC(C)C)c2c3ccccc3n(C)c2c1=O	i	i	i	.	i	i	i	i	i	i	i
COc1cc(OC)cc(C(=O)NCCCNC(=O)c2cccnc2)c1	i	i	i	i	i	i	i	i	i	i	i
CCOc1cc(N2CCOCC2)c(OCC)cc1NC(=O)COC(=O)c1cc(C)oc1C	i	i	i	i	i	i	i	i	i	i	i
O=C(NNC(=S)Nc1cccc2ccccc12)c1cccc(Br)c1	i	i	i	i	i	i	25*	i	i	i	i
CCn1c(CSc2nnc3ccccn23)nc2cc(C(=O)O)ccc21	i	i	i	i	i	i	i	i	i	i	i
O=C(/C=C/c1ccccn1)c1cc(Cl)cc(Cl)c1O	i	i	i	i	i	i	i	i	i	15*	i
Cc1ccc(NC(=O)C(C)N2C(=O)C3C4CC(C(Br)C4Br)C3C2=O)cc1 (configuration not stated)	i	i	i	i	i	i	i	i	i	i	i
Nc1c(-c2ccc(Cl)cc2)cnn1-c1cccc([N+](=O)[O-])c1	i	i	i	i	i	i	i	i	i	i	i
O=C(CN1CCN(c2ccc([N+](=O)[O-])cc2Cl)CC1)N1CCOCC1	i	i	i	i	i	i	i	i	i	i	i
C/C(=N\NC(=O)C1CCCN(S(=O)(=O)c2ccccc2)C1)c1cccnc1 (configuration not stated)	i	i	i	i	i	i	i	i	i	i	i
Cc1ccc(C(=O)N/C(=C\c2ccc(-c3ccc(Cl)cc3)o2)C(=O)NCCCN(C)C)cc1	i	i	i	i	i	i	i	i	i	i	i
CCOC(=O)CCCCNCc1ccccc1	i	i	i	i	i	i	i	i	i	i	i
CNC(=O)C1=C(C)n2c(nc3ccccc32)NC1c1ccc(OC)cc1 (configuration not stated)	i	i	i	i	i	i	i	i	i	i	i
COc1ccccc1N(CC(=O)NC1CCCC1)C(=O)CCC(=O)Nc1ccccn1	i	i	i	i	i	i	i	i	i	i	i
COc1ccc(-c2ccc(NCCN3CCOCC3)nn2)cc1OC	i	i	i	i	i	i	i	i	i	i	i
Cc1ccc(-n2c(SCC(=O)N/N=C/c3ccccc3C(=O)O)nnc2-c2ccc(Cl)cc2)cc1	i	i	i	i	i	i	i	i	i	i	i
CSc1ncccc1C(=O)Nc1ccncc1	i	i	i	i	i	i	i	i	i	i	i
O=C(O)CCc1ccc(-c2cccs2)n1CC(=O)Nc1ccccc1C(F)(F)F	i	i	i	i	i	i	i	i	i	i	i
O=C(O)CNC(=O)c1ccc(NC(=O)/C(=C/c2ccccc2)NC(=O)c2ccccc2)cc1	i	i	i	i	i	i	i	i	i	i	i
COc1cc(/C=C2\S/C(=N/S(=O)(=O)Cc3ccccc3)NC2=O)c([N+](=O)[O-])cc1OC	i	i	i	i	i	i	i	i	i	i	i
CC(C)(C)c1ccc(Cc2n[nH]c(=S)[nH]c2=O)cc1	i	i	i	i	i	i	i	i	i	i	i
CCC(=O)NC(=S)Nc1cccc(C(C)=O)c1	i	i	i	i	i	i	i	i	i	i	i
Cc1cc(C)n2cc(CSc3nnc(N)s3)nc2n1	i	i	i	i	i	i	i	i	i	i	i
CC1(C)Cc2cccc(OCC(=O)N3CCN(c4cccc(C(F)(F)F)c4)CC3)c2O1	i	i	i	i	i	i	i	i	i	i	i
CCCC1(C(=O)OCC)NC(c2ccc(O)cc2)C2C(=O)N(c3cccc(C(C)=O)c3)C(=O)C21 (configuration not stated)	i	i	i	i	i	i	i	i	i	i	i
CCCCCC(=O)NNC1=NCC(Cc2cccc(Cl)c2)S1 (configuration not stated)	i	i	i	i	i	i	i	i	i	i	i
Cc1ccccc1C(=O)Nc1cccc(NC(=O)Cn2cnc3c(=O)n(C)c(=O)n(C)c32)c1	i	i	i	i	i	i	i	i	i	i	i
COc1ccc(OCC(=O)N/N=C2/C=C(C)CC2)cc1	i	i	i	i	i	i	i	i	i	i	i
COc1ccc(-c2cc3ccccc3n2CC(O)CNC(CO)(CO)CO)cc1 (configuration not stated)	i	i	i	i	i	i	i	i	i	i	i
O=C(CCCCCn1nnc2ccccc2c1=O)Nc1ccccc1Cl	i	i	i	i	i	i	i	i	i	i	i
Cc1ccsc1C(=O)NCCc1c[nH]c2ccccc12	i	i	i	i	i	i	i	i	i	i	i
Cc1csc(SCc2nnc(-c3ccccc3Br)o2)n1	i	i	i	i	i	i	i	i	i	i	i
Oc1ccc(CN2CCc3ccccc3C2)c2cccnc12	i	i	-7.3*	i	i	i	i	i	-5*	i	i
O=C(Nc1ccccc1)OCc1ccccn1	i	i	i	i	i	i	i	i	i	i	i
COC(=O)c1ccc(N2CCN(C)CC2)c(NC(=O)COc2ccccc2)c1	120*	i	i	i	i	i	i	i	i	i	i
CCn1cc(C(=O)N[C@@H](CCSC)C(=O)NCCCO)c(=O)c2cc3c(cc21)OCO3	i	i	i	i	i	i	i	i	i	i	i
Cc1cc(C)cc(NC(=O)c2cccc(NC3=NC4CS(=O)(=O)CC4S3)c2)c1 (configuration not stated)	i	i	i	i	i	i	i	i	i	i	i
Cc1cccc2sc(N(CCCN(C)C)C(=O)CN3C(=O)c4ccccc4C3=O)nc12	i	i	i	i	i	i	i	i	i	i	i
CN(Cc1cccc(Cl)c1Cl)C(=O)c1cccc(S(=O)(=O)N2CCN(Cc3ccccc3)CC2)c1	i	i	i	i	i	i	i	i	i	i	i
COc1cc(C2Nc3c(F)cccc3C3C=CCC32)cc(Br)c1OC (configuration not stated)	i	i	i	i	i	i	i	i	i	i	i
COc1cccc(N2CCN(S(=O)(=O)c3c(C)[nH]c(C)c3C(=O)N3CCCCC3)CC2)c1	i	i	i	i	i	i	i	i	i	i	i
(further entries)
SMILES	TRPC4 act	MrgX1 antagonist	TRPC6 inhibitor	TMEM16A act	MrgX1 PAM	MrgX1 agonist	TMEM16A inh	TRPC6 activator	TRPC4 block	RGS4 inh	TRPC4 PAM
O=C(NC1CCCCC1)C(c1cccs1)N(C(=O)c1ccccn1)c1ccccc1 (configuration not stated)	i	i	i	i	i	i	i	i	i	i	i
CCc1nc(SCC(=O)NNC(=O)C(C)C)c2ccccc2n1	i	i	i	i	i	i	i	i	i	i	i
COCCN1C(=O)N[C@@H](CCc2ccccc2)[C@@H](C(=O)OC)[C@H]1C	i	i	i	i	i	i	i	i	.	i	i
O=C(NC(=S)Nc1nc2ccccc2s1)c1cccs1	i	i	i	i	i	i	i	i	i	i	i
Cc1ccc(CNC(=O)CC(C)S(=O)(=O)c2ccc3c(c2)NC(=O)CO3)cc1 (configuration not stated)	i	i	i	i	i	i	i	i	i	i	i
Cc1ccc(C(=O)Nc2ccc([N+](=O)[O-])cn2)o1	i	i	i	i	i	i	i	i	i	i	i
CCOC(=O)C1(Cc2cccc(OC)c2)CCCN(C(=O)c2cc(C)oc2C)C1 (configuration not stated)	i	i	i	i	i	i	i	i	i	i	i
C=CCc1c(C)[nH]c2c(OC)cccc2c1=S	i	i	i	i	i	i	i	i	i	i	i

An unsorted share of the library; about 5.8% have a hit in one of these screens.
